Screening data: PubChem BioAssay, National Center for Advancing Translational Sciences (NCATS)
HP1b chromo inh = blocks HP1-beta chromodomain binding to methylated histone tails. P83916. AlphaScreen HP1-beta / biotin-H3K9me3 peptide binding. Potency, µM (doses to about 114 µM), for the others: at the top dose activity change, negative = inhibition, actives largely listed as inhibitors. 0.56% of 390,000 active. AID 540317; further: potency means the concentration at half of the fitted maximal effect; nearly all actives have a fitted effect of over 70% in size; inactives centre near 23
Target sequence (P83916 whole entry, looked up): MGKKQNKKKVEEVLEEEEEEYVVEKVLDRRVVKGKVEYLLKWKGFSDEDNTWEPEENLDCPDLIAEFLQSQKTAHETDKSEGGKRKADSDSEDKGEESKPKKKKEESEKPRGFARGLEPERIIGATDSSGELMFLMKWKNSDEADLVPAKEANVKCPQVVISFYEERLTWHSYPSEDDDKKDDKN
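HP1-beta protein (50 nM final) preincubated 30 min at room temperature with biotinylated H3(1-18)K9me3 peptide (50 nM) in PBS pH 7.4, 0.01% Tween-20, then compound added for 30 min. AlphaScreen streptavidin donor/nickel chelate acceptor beads (10 ug/mL final), 30 min dark, luminescence read.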
GLS inhibitor = inhibitors of human glutaminase (GLS); O94925; 0.21% of 410,000 active; GLS enzymatic activity, qHTS titration; AID 624170; Potency, µM (series often up to 45.5 µM), for inactives: at the highest dose activity change, negative = inhibition, most hits filed as inhibitors; further: potency means the concentration at half of the fitted maximal effect; on the % scale 0 is the no-effect control and ±100 the full control effect
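Compounds were pin-transferred onto hKGA, after which L-glutamine (1 mM solution) and a detection mix of glutamate oxidase, HRP and Amplex Red were added. Initial and 30 min RT fluorescence reads were collected.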
TrxR1 substrate = is turned over as a substrate by rat TrxR1; Potency, µM (highest dose often 114 µM), inactives show top-dose activity change, negative = substrate turnover; O89049; purified TrxR1 substrate turnover, NADPH consumption readout; 0.01% of 390,000 active; further: potency means the concentration at half of the fitted maximal effect; on the % scale 0 is the no-effect control and ±100 the full control effect; nearly all actives have a fitted effect of over 50% in size
Target sequence (O89049 whole entry, looked up): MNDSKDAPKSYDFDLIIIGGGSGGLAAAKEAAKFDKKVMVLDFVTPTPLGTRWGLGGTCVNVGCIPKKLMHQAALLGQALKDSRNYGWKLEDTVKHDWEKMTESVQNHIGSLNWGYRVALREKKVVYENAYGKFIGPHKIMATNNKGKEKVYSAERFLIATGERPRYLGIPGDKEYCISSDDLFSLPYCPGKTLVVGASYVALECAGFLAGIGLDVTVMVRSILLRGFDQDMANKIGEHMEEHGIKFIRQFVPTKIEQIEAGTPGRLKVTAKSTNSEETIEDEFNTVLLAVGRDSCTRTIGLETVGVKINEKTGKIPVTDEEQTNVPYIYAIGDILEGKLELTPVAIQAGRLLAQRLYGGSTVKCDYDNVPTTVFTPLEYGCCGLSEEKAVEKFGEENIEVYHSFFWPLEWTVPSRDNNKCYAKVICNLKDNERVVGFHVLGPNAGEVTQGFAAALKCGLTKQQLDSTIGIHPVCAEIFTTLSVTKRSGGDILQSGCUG
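Rat TrxR1, dispensed at 90 nM, was prereduced with 400 uM NADPH (final) for 5 min at ~22 deg C, then incubated with compound 15 min before 400 uM selenite. A first-read NADPH fluorescence drop versus no-compound background flagged substrates.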
Pin1 inh = inhibitors of human Pin1; Q13526; Pin1 FP peptide displacement, HiFluor488, 10 min; Potency, µM (doses to about 115 µM), for inactives: at the highest dose activity, negative = inhibition, most hits filed as inhibitors; 0.009% of 390,000 active; active means well fitted inhibition curve with a large enough effect in the polarisation, with a control signal flat, not every such curve was filed as active; inconclusive means small, poorly fitted or top-dose-only effect, or effect the other way, or a change in a side signal; inactive means no such curve, though single readings can be large or run the other way; the % refers to the polarisation; further: potency means the concentration at half of the fitted maximal effect; on the % scale 0 is the no-effect control and ±100 the full control effect
Target sequence (Q13526 whole entry, looked up): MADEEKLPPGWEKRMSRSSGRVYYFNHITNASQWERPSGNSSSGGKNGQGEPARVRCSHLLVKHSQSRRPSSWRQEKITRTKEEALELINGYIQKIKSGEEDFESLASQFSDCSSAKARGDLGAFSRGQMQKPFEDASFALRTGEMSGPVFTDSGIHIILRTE
rTrxR1 inhibitor = inhibitors of rat thioredoxin reductase 1 | recombinant rTrxR1, NADPH fluorescence consumption, selenite substrate | Potency, µM (doses to about 114 µM), for inactives: at the highest dose activity change, negative = inhibition, most hits filed as inhibitors | 1% of 390,000 active | AID 588453; further: potency means the concentration at half of the fitted maximal effect; on the % scale 0 is the no-effect control and ±100 the full control effect; nearly all actives have a fitted effect of over 65% in size
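Rat TrxR1 (90 nM in the dispensed reagent) was pre-reduced with 400 uM NADPH for 5 min at room temperature, then incubated with compound for 15 min. After 400 uM selenite was added, NADPH fluorescence (Ex 340/Em 450 nm) was followed for 8 min.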
IDH1 R132H inh = human IDH1 R132H inhibition. 0.093% of 390,000 active. Potency, µM (series often up to 76.6 µM), for the others: at the highest dose activity change, negative = inhibition, hits mostly inhibitors. IDH1-R132H enzyme, NADPH consumption, diaphorase/resazurin fluorescence. AID 602179. O75874; further: potency means the concentration at half of the fitted maximal effect; on the % scale 0 is the no-effect control and ±100 the full control effect; nearly all actives have a fitted effect of over 65% in size
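IDH1-R132H (0.5 ug/mL dispensed) in pH 7.5 Tris buffer was preincubated 30 min with compound, then given a substrate mix of 0.016 mM NADPH and 2 mM alpha-KG for 80 min at room temperature; remaining NADPH was read by diaphorase/resazurin fluorescence.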
Tb PGK inh = inhibitors of T. brucei phosphoglycerate kinase | Potency, µM (doses to about 57.5 µM), for inactives: top-dose activity change, negative = inhibition, usual class: inhibitors | PGK/GAPDH coupled, Kinase-Glo luminescence, 60 min | AID 602233 | 0.043% of 380,000 active; further: potency means the concentration at half of the fitted maximal effect; on the % scale 0 is the no-effect control and ±100 the full control effect; nearly all actives have a fitted effect of over 60% in size
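Luminescent ATP detection (Kinase-Glo Plus) follows a 60-minute room-temperature incubation, with wells lacking PGK as controls. Buffer: 100 mM TEA (pH 7.6), 5 mM MgCl2, 0.01% Tween-20. Coupling enzyme GAPDH (100 nM final) supplies unstable 1,3-BPG in-well.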
USP1-UAF1 inh = USP1/UAF1 (human) deubiquitinase inhibition | O94782 | recombinant USP1/UAF1, Ub-Rhodamine cleavage fluorescence | Potency, µM (top dose mostly 57.1 µM), for inactives: at the highest dose activity change, negative = inhibition, hits mostly inhibitors | 0.23% of 390,000 active | AID 743255; further: potency means the concentration at half of the fitted maximal effect; on the % scale 0 is the no-effect control and ±100 the full control effect; nearly all actives have a fitted effect of over 60% in size; inactives centre near -12
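High-throughput fluorogenic screen: 1nM USP1/UAF1 complex, Ub-Rho substrate 150nM final, 50mM HEPES pH 7.8 with 0.5mM EDTA, 0.1 mg/ml BSA, 1mM TCEP and 0.01% Tween-20.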
PI4K2A block = PI4K2A (human) kinase inhibition; purified PI4K2A, ADP-Glo luminescence, 1 h; stronger effect = lower value; activity change, negative = inhibition, % at 76.9 µM; 0.13% of 420,000 active; AID 1346378; in the data active means activity change below about -50%; inconclusive means mostly about -30% to -49%;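 further: -100% = wells without enzyme as full effect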
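In this quantitative HTS, ADP production by PI4K2A was quantified luminescently after 1 h at ambient temperature; 100 microM adenosine served as plate-quality control.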
* = called active by the depositor; i = inactive; ? = inconclusive; nt = not tested or not shown; [ ] = another dose, or the depositor's remark. Unless noted, the call rests on the fitted dose curve; in most records, active means well fitted curve in the direction sought with a large enough effect; inconclusive means small, poorly fitted or top-dose-only effect, or another doubt; inactive means no such curve, though single readings can be large; an effect the other way counts as inactive or inconclusive. An excerpt; rates above refer to the full screens.

Each structure is followed by: HP1b chromo inh	GLS inhibitor	TrxR1 substrate	Pin1 inh	rTrxR1 inhibitor	IDH1 R132H inh	Tb PGK inh	USP1-UAF1 inh	PI4K2A block
1: COc1ccc(NC(=O)C(CC(=O)O)Cc2ccc(Br)cc2)cc1 (centres undefined)
→ 68.0%[activator]	?	-6.6%	-4.7%	-1.2%	-7.1%	i	-12.8%	3.1
2: COc1ccc(CNC(=O)CN(C(=O)c2csnn2)c2ccc(F)cc2)cc1
→ -11.5%	-7.6%	2.8%[57.1 µM]	3.9%	16.5%[57.1 µM]	12.9%	i	-21.4%	1.6
3: Cc1cc(-c2nnc(SCC(=O)Nc3ccccc3C(F)(F)F)n2N)n[nH]1
→ 21.6%	-6.5%	-8.7%	-1.9%	9.8%	-13.2%	1.5%	-12.0%	0.4
4: Brc1cnc2ccccc2c1N1CCCCC1
→ 133.9%[activator]	1.6%	7.8%	0.5%	29.0%	-3.4%	0.2%	-27.6%	1.9
5: Cc1nonc1NC(=O)c1oc2ccc(F)cc2c1C
→ 17.1%	-1.0%	-2.8%	14.4%	9.4%	6.1%	-0.7%	-22.8%	3.2
6: Cc1ccc(C(=O)n2nc(C#N)c(C#N)c2N)cc1
→ 19.5%	0.4%	11.8%[57.1 µM]	-5.8%	25.6%[57.1 µM]	6.3%	5.2%	-14.8%	1.7
7: Cc1ccc(-n2nnc(-c3nsc(NC(=O)c4cccc(Cl)c4)n3)c2C)cc1C
→ 26.5%	-1.0%	-1.7%[57.1 µM]	7.3%	17.0%[57.1 µM]	-12.2%	-0.4%	-7.4%	1.5
8: Cc1ccc(C2c3[nH]c4ccccc4c3CCN2C(=O)c2ccccc2Br)cc1 (centres undefined)
→ 1.1%[57 µM]	2.2%	6.2%[57.1 µM]	1.1%	37.5%[activator][57.1 µM]	-16.9%	10.7%	-17.6%	-1.6
9: COc1ccc2c(c1)cc(C(=O)N/N=C/c1c(O)c(C(=O)O)cc3ccccc13)n2C
→ 22.6%	?	-6.6%	?	-6.8%	-13.3%	-9.3%	-25.6%	-1.0
10: CC(OC(=O)c1cc(S(=O)(=O)N2CCOCC2)ccc1F)C(=O)NC1CCCCC1C (centres undefined)
→ 33.4%	-8.1%	-1.6%	7.5%	-5.8%	2.4%	-9.0%	-8.9%	4.0
11: CC(C)CCNC(=O)CSc1nc2ccccc2nc1Cc1ccccc1
→ 19.8%[57 µM]	-3.1%	-2.2%[57.1 µM]	13.5%	15.9%[57.1 µM]	-11.5%	i	-10.5%	0.2
12: O=C(OCCNc1ncc(C(F)(F)F)cc1Cl)c1ccc(S(=O)(=O)N2CCOCC2)cc1
→ 30.2%[activator]	-0.2%	7.4%[57.1 µM]	?	10.7%	-7.3%	nt	-7.3%	1.5
13: C/C(O)=C(/C=Nc1ccccc1)C(=O)Nc1ccccc1
→ 50.4%[activator]	-8.3%	-7.8%	-6.9%	12.3%	-6.6%	-9.4%	-17.9%	0.1
14: O=c1c2ccccc2nc2c3ccccc3cnn12
→ 34.9%	2.6%	17.2%	5.2%	10.4%	4.4%	7.0%	-9.2%	-5.1
15: Cc1ccc(C2(C)NC(=O)N(CC(=O)Nc3cc(S(=O)(=O)N4CCCCC4)ccc3OC(C)C)C2=O)cc1 (centres undefined)
→ 17.7%	-3.1%	-6.8%	36.7%[activator]	8.3%	-3.3%	-1.7%	-26.9%	2.6
16: Cc1ccccc1CCN(C(=O)CN1C(=O)c2ccccc2S1(=O)=O)C(C(=O)NCC1CCCO1)c1ccncc1 (centres undefined)
→ 26.3%	-4.7%	-10.5%	6.9%	-11.5%	3.4%	-3.9%	-18.8%	-0.4
17: CCc1ccc(C(C(=O)NCc2ccccc2)N(C(=O)c2csnn2)C2CC2)cc1 (centres undefined)
→ 19.0%	-5.5%	-2.9%	2.5%	-2.6%	0.0%	-7.3%	-8.9%	-5.1
18: COc1ccc(CNC(=O)C(C)Sc2nc3ccccc3c(=O)n2CCCN2CCOCC2)cc1 (centres undefined)
→ 20.6%	-8.0%	1.2%[57.1 µM]	-3.6%	24.3%[57.1 µM]	1.3%	i	-6.0%	3.1
19: Cc1nnc(-c2cccc(Br)c2)c2cn(-c3cccc(Br)c3)nc12
→ 23.2%	-2.0%	-5.6%	162.0%[activator]	-2.1%	-1.1%	-4.7%	-25.4%	-4.8
20: O=S(=O)(c1ccc(Cl)c(Cl)c1)c1snnc1-c1ccccc1
→ 59.5%[activator]	-10.7%	-8.9%[57.1 µM]	0.2%	-46.0%	7.2%	i	?	24.9
21: Cc1ccc2c(CC(=O)NCC3(N4CCOCC4)CCCCC3)coc2c1C
→ 19.0%	-6.7%	-4.4%	0.0%	8.0%	-1.6%	i	-21.4%	5.8
22: O=S(=O)(N1CCOCC1)N1CCN(c2ccccc2F)CC1
→ 18.4%	3.4%	6.8%	0.5%	12.1%	0.7%	nt	-3.7%	-1.9
23: O=C(CS(=O)(=O)c1ccccc1)N(CCCN1CCOCC1)c1nc2c(F)cccc2s1
→ 30.3%	-1.7%	-4.0%	9.5%	-5.7%	-1.4%	7.1%	-17.6%	-4.0
24: Cn1c(=O)c2c(nc(CN3CCN(c4ccccc4)CC3)n2CCc2ccccc2)n(C)c1=O
→ -13.8%	4.5%	-7.9%[57.1 µM]	-5.4%	8.3%[57.1 µM]	6.9%	-1.5%	-21.1%	5.4
25: COc1ccc(N/C(C)=C2/C(=O)C(=O)N(CCO)C2c2ccc([N+](=O)[O-])cc2)cc1 (centres undefined)
→ -13.2%	-0.4%	-11.5%	-1.8%	-5.0%	5.3%	-7.5%	-4.3%	5.3
26: Cc1ccc(C(C)C)cc1OCC(=O)N/N=C/c1ccc2c(c1)OCCO2
→ 43.7%[activator]	-9.3%	9.9%[57.1 µM]	3.3%	-0.3%[57.1 µM]	-0.4%	3.6%	-17.5%	1.8
27: Cc1ccccc1Cn1c(=N)n(CC(=O)c2ccc([N+](=O)[O-])cc2)c2ccccc21
→ 4.5%	14.4%	1.5%	13.3%	3.8%	3.1%	12.7%	-8.9%	-1.5
28: NC(=O)CCC(NS(=O)(=O)c1ccc(Cl)cc1)C(=O)NCC1CCCCC1 (centres undefined)
→ 16.2%	-7.0%	8.4%[57.1 µM]	24.7%	34.6%[57.1 µM]	2.8%	4.9%	-3.9%	4.6
29: CC(=O)Nc1nonc1-c1nnc(SCC(=O)Nc2cc(C)cc(C)c2)n1-c1ccccc1
→ 33.4%[activator]	-11.4%	5.3%	1.8%	2.3%	3.6%	i	-2.3%	-1.0
30: Cc1ccc(NC(=S)N(Cc2cccs2)Cc2cc3cc(C)cc(C)c3[nH]c2=O)cc1
→ 19.9%	3.4%	-3.5%	0.7%	-1.6%	3.3%	-2.3%	-25.4%	-3.5
31: Cc1ccc(S(=O)(=O)c2cnc(-c3ccccc3)[nH]c2=O)cc1
→ 17.3%	nt	2.0%	-7.2%	13.2%	nt	nt	nt	nt
32: O=C1OCCN1CCNCc1cn(-c2ccc(F)cc2)nc1-c1ccccc1Cl
→ 28.4%	13.6%	-5.4%	-7.2%	0.3%	-19.4%	-8.7%	-7.3%	-2.9
33: O=S(=O)(/C=C/c1ccccc1)N1CCN(c2nc(-c3ccccc3)nc3ccccc23)CC1
→ 22.4%	-0.5%	7.5%	34.0%[activator]	18.0%	-3.0%	10.0%	-11.9%	3.1
34: Cc1cc(C)c(OCCNCc2ccccc2)c(C)c1
→ -24.4%	2.6%	7.2%[57.1 µM]	1.5%	-12.3%[57.1 µM]	7.1%	6.6%	-0.8%	-18.4
35: C/C(=N\O)c1cc(Cl)cc(Cl)c1O
→ 39.6%[activator]	-6.9%	5.8%[57.1 µM]	-2.8%	11.9%	5.3%	i	-3.9%	1.0
36: COc1ccc(N(CC(=O)NCc2ccc3c(c2)OCO3)S(=O)(=O)c2ccccc2[N+](=O)[O-])c(OC)c1
→ 16.5%	1.4%	-9.3%	-7.9%	7.5%	2.4%	-7.8%	-4.1%	-3.9
37: COc1ccc(CN2CCN(C(=O)CC(C)C)CC2)cc1
→ ?	1.2%	11.1%	-3.3%	30.8%	2.3%	-4.9%	-16.1%	-1.2
38: COc1cccc(-n2nc(-c3ccnn3-c3ccccc3)c(=O)n(C)c2=O)c1
→ 35.9%	11.8%	-13.2%	4.3%	-6.3%[57.1 µM]	-1.9%	-3.1%	-0.2%	2.3
39: COc1ccc(CCNC(=O)COC(=O)C2CCCCC2)cc1
→ 29.0%	-7.5%	3.8%	0.9%	5.1%	-4.3%	-8.3%	-5.5%	3.4
40: O=C(Nc1ccc2oc(-c3ccncc3)nc2c1)c1ccccc1Cl
→ 23.3%	-1.8%	72.2%[activator]	-0.1%	32.9%	33.9%[activator]	-2.7%	-24.9%	6.3
41: CCn1c(SCC(=O)N2CCN(C)CC2)nc2c1c(=O)n(C)c(=O)n2C
→ 31.7%	-2.1%	6.8%	-0.5%	16.2%	7.1%	-2.8%	-21.0%	2.0
42: COc1ccc(-c2nn(-c3ccccc3)cc2/C=C2/SC(=S)N(Cc3ccco3)C2=O)c(C)c1
→ -11.8%	2.2%	3.7%[57.1 µM]	13.0%	-19.4%[57.1 µM]	-1.4%	4.5%	-8.2%	-0.1
